# NTR1 agonist: agonists of NTR1, primary screen, imaging, U2OS cells, beta-arrestin-GFP, high content (AID 493036). Neurotensin receptor type 1 (Homo sapiens), P30989. activation, % at 20 µM. NTR1-U2OS beta-arrestin-GFP spot imaging, agonist mode. hit rate 0.17% among 330,000;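 active = activation at or above 40% of the spot to cytoplasm intensity ratio, with at least 20 cells analyzed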;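 also: 0% = DMSO without peptide and 100% = 100 nM NTR1 peptide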
# Target sequence (P30989 whole entry, looked up): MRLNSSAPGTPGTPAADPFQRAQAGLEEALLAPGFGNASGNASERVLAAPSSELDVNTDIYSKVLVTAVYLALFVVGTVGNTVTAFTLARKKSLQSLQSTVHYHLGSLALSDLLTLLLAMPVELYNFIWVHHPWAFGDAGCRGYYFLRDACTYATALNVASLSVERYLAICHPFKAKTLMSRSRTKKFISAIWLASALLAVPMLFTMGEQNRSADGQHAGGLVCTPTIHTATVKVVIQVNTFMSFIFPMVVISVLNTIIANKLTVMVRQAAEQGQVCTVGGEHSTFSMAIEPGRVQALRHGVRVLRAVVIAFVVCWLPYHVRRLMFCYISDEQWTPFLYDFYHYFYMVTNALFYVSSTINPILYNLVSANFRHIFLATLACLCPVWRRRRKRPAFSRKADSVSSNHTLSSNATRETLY
# Lipid droplet: inhibitors of hepatocyte lipid droplet formation, primary screen, imaging, high-throughput imaging, BODIPY stain; AML12 mouse hepatocytes, oleate lipid droplets; inhibition, % at 6.5 µM; hit rate 0.4% among 240,000; AID 1656, 2009;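 active = lipid droplet intensity inhibited by at least 50%, with more than 500 cells counted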
#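 Material: mouse AML12 hepatocyte cell line, fixed after treatment; Timing: compound with oleate, overnight; Technique: high-content imaging of BODIPY-stained droplets and DAPI nuclei; Probe or stimulus: oleate, 100 µM final; Dosing: compound at 6.5 µM only.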
# LYP inhibition: inhibitors of LYP phosphatase, biochemical, fluorescence intensity, uHTS (AID 1779) | recombinant LYP phosphatase, fluorescence intensity; higher % means a stronger effect | one-dose inhibition, % at 11.5 µM; IC50 in µM for titrated hits | Tyrosine-protein phosphatase non-receptor type 22 (Homo sapiens) | hit rate 0.054% among 290,000; in the data active = inhibition above about 50%;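 also: plate controls were vehicle with enzyme for no effect and no enzyme for full effect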
# T cell modulator: modulators of CD8 T cell-vesicle binding, primary screen, mouse 2C CD8+ T cells, flow cytometry; 2C CD8+ T cell-vesicle binding; hits give low values; hit rate 0.068% among 330,000; AID 2052, 2009; calls only at 7 µM;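 active = response, share of CD8 T cells binding vesicles, and their 90th percentile fluorescence all below set limits, cut at about 80% in these data, passing the limit was not always enough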
#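 incubation = binding step 1.5 h, 37 °C, antibody labelling 20 min, ice | test system = 2C mouse CD8+ T cells | read-out basis = percent CD8+ FL2 mean versus row control | controls = Peptide-free naked vesicles (low) and QL9 vesicles with 0.7% DMSO vehicle (high) | detection = flow cytometry of vesicle-bound cells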
# MgcRacGAP inhibition: MgcRacGAP GTPase-activating activity inhibitors, confirmation, biochemical, ADP Hunter fluorescence; inhibition, % at 30 µM; hits with a dose series show IC50 in µM; Rac GTPase-activating protein 1 (Homo sapiens); hit rate 0.6% among 340,000; MgcRacGAP-stimulated Rac1 GTP hydrolysis, ADP Hunter fluorescence; higher % means a stronger effect; GST-tagged Rac1 F28L mutant substrate;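 active = first-screen hits whose inhibition reached a set limit at any dose in the follow-up dose series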;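 also: fluorescence reports GDP produced by GAP-driven GTP hydrolysis; strong numbers were not always called active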
# Large T inhibition: SV40 large T antigen inhibitors, biochemical (AID 1903). one-dose inhibition, % at 20 µM; IC50 in µM for titrated hits. SV40 large T antigen ATPase/helicase inhibition assay; higher % means a stronger effect. hit rate 0.39% among 310,000; in the data active = a potency from the dose series; also: strong numbers were not always called active
# GPR35 antagonists: GPR35 antagonists blocking zaprinast-driven arrestin recruitment, primary screen, imaging, U2OS, beta-arrestin-GFP, zaprinast agonist (AID 2058); hit rate 0.052% among 290,000; G-protein coupled receptor 35 (Homo sapiens); one-dose inhibition, % at 10 µM; IC50 in µM for titrated hits; U2OS GPR35 beta-arrestin-GFP translocation imaging, zaprinast antagonism; higher % means a stronger effect;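 active = inhibition of at least 50% with at least 30 cells and total cytoplasm GFP at most 10,000,000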
# GPR55 antagonists: GPR55 antagonists blocking LPI-driven arrestin recruitment, primary screen, imaging, U2OS, beta-arrestin-GFP, LPI agonist (AID 2013); U2OS GPR55 beta-arrestin-GFP translocation imaging, LPI antagonism; higher % means a stronger effect; inhibition, % at 10 µM; hits with a dose series show IC50 in µM; hit rate 0.13% among 290,000;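 active = spots per cell inhibited over 60%, with over 100 cells counted and total cytoplasm intensity under 500,000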;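 also: U2OS cells stably carrying GPR55 and arrestin-GFP stimulated by 5 µM LPI near EC80; imaged beta-arrestin-GFP aggregate spots per cell after agonist stimulation; plate controls were LPI-stimulated DMSO wells for no effect and DMSO wells without LPI for full effect; some results filed as inactive read as strong as hits; confirmed hits need IC50 under 10 µM and bright autofluorescent wells are also inconclusive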
# GPR55 activation: GPR55 agonists via beta-arrestin recruitment, primary screen, imaging, U2OS cells, beta-arrestin-GFP redistribution (AID 1961); hit rate 0.048% among 290,000; U2OS GPR55 beta-arrestin-GFP redistribution imaging; higher % means a stronger effect; one-dose activation, % at 10 µM; EC50 in µM for titrated hits; G-protein coupled receptor 55 (Homo sapiens);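 active = activation above 40% with more than 50 cells counted in the well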;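 also: U2OS osteosarcoma cells stably expressing GPR55 and beta-arrestin-GFP; plate controls were DMSO negative control for no effect and LPI positive control for full effect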
# Lipid droplet cells 6.5 µM: also measured in Lipid droplet; calls as there; cell count; measured here: cell count, cytotoxicity flag;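 cells counted across two imaged fields per well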
# T cell modulator vesicle-bound %: recorded beside T cell modulator, whose call it bears; double positive events, %; measured here: CD8+ vesicle-bound cell fraction;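 binding gate set so that unloaded-vesicle control wells show 10% double positive cells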
# NTR1 agonist cell count 20 µM: further read-out of NTR1 agonist, marked with its call; cell count; measured here: cell count, cytotoxicity flag
# Starred values were filed as active, the others as inactive; i = inactive; · = no result given. Rows are unselected, and some 1.8% of all compounds hit somewhere here.
# The opening 2 entries (preview)
Compound,NTR1 agonist,NTR1 agonist cell count 20 µM,Lipid droplet,Lipid droplet cells 6.5 µM,LYP inhibition,T cell modulator,T cell modulator vesicle-bound %,MgcRacGAP inhibition,Large T inhibition,GPR35 antagonists,GPR55 antagonists,GPR55 activation
Cc1cccc(SC2CCN(Cc3nc(CC4CC4)no3)CC2)c1,3.0,81,-2.3,687,-6.6%,i,31.8,4.2%,1.4%,-8.4%,13.3%,-0.3%
CC(=O)c1cccc(CN2CCC(CO)(CCOc3ccccc3)CC2)c1,1.4,55,-2.0,817,-5.7%,i,34.2,0.2%,2.6%,2.2%,4.7%,0.0%

# The whole of this part (from the top)
Compound,NTR1 agonist,NTR1 agonist cell count 20 µM,Lipid droplet,Lipid droplet cells 6.5 µM,LYP inhibition,T cell modulator,T cell modulator vesicle-bound %,MgcRacGAP inhibition,Large T inhibition,GPR35 antagonists,GPR55 antagonists,GPR55 activation
Cc1cccc(SC2CCN(Cc3nc(CC4CC4)no3)CC2)c1,3.0,81,-2.3,687,-6.6%,i,31.8,4.2%,1.4%,-8.4%,13.3%,-0.3%
CC(=O)c1cccc(CN2CCC(CO)(CCOc3ccccc3)CC2)c1,1.4,55,-2.0,817,-5.7%,i,34.2,0.2%,2.6%,2.2%,4.7%,0.0%
O=[N+]([O-])c1ccc(N2CCN(C(=S)Nc3ccc(F)cc3)CC2)cc1,1.8,39,2.8,711,3.2%,i,48.0,5.3%,4.9%,-0.3%,2.7%,0.2%
COc1ccc(C(=O)Nc2ccc(C(=O)NCCc3ccccc3)cc2)cc1,-0.6,63,-4.4,716,-13.7%,i,42.8,2.4%,7.9%,12.4%,-2.3%,0.6%
CC1CN(C(=O)COC(=O)c2ccccc2O)CC(C)O1 (stereo not given),4.1,33,0.7,787,-8.6%,i,33.5,2.4%,6.1%,-5.6%,8.8%,-0.1%
CCc1nccn1Cc1cc(C=O)ccc1OC,2.0,56,-4.3,671,-2.7%,i,48.4,-1.4%,9.1%,-2.5%,5.2%,0.0%
CCN(C(=O)COC(=O)c1cn(-c2ccccc2)nc1-c1ccccc1)C1CCS(=O)(=O)C1 (stereo not given),3.1,66,18.0,727,-4.2%,i,14.6,0.4%,2.7%,-7.2%,0.7%,-0.1%
O=C(NCc1ccccc1)C1CCCN(S(=O)(=O)c2ccc(F)cc2)C1 (stereo not given),-0.6,61,-4.4,723,-11.3%,i,19.1,7.1%,8.1%,0.8%,7.3%,-0.1%
O=C(CCC(=O)NC1CCCCCCC1)Nc1nnc(C(F)(F)F)s1,2.2,58,-1.7,741,1.1%,i,6.6,9.9%,1.3%,-16.6%,9.7%,0.2%
Cc1ccc(C(=O)N2c3ccc(F)cc3CCC2C)o1 (stereo not given),-1.0,92,4.8,725,-7.2%,i,54.3,4.4%,9.6%,-15.4%,9.8%,-0.1%
COCCn1c(SCC(=O)Nc2cc(C)on2)nc2c(c1=O)SC(C)C2 (stereo not given),-1.1,60,-1.3,682,-9.8%,i,38.5,9.4%,7.8%,9.5%,-2.4%,-0.1%
CC(C)OC(=O)CSc1nc2cc3c(cc2cc1C#N)OCO3,-0.3,76,1.3,716,-0.4%,i,22.0,1.9%,14.1%,5.0%,-0.6%,-0.4%
CCC(C(=O)NCc1ccc(F)cc1)N(Cc1ccco1)C(=O)c1snc(C(N)=O)c1N (stereo not given),0.4,58,·,·,-0.2%,i,17.8,4.0%,-2.7%,6.7%,-10.3%,0.1%
CC(C)C(=O)NC(c1ccc(Cl)cc1Cl)c1ccc2cccnc2c1O (stereo not given),-1.1,63,-28.5,600,-8.6%,i,5.6,-3.1%,5.8%,3.2%,-9.1%,-0.2%
C=CCn1c(=S)[nH]c2ccccc2c1=O,2.3,48,8.6,736,-1.9%,i,42.4,4.0%,7.0%,10.7%,6.7%,0.3%

Compound,NTR1 agonist,NTR1 agonist cell count 20 µM,Lipid droplet,Lipid droplet cells 6.5 µM,LYP inhibition,T cell modulator,T cell modulator vesicle-bound %,MgcRacGAP inhibition,Large T inhibition,GPR35 antagonists,GPR55 antagonists,GPR55 activation
O=S(=O)(NCC1CCCO1)c1ccc2ccccc2c1 (stereo not given),0.1,64,·,·,-3.4%,i,6.1,2.8%,7.7%,5.6%,-0.5%,0.1%
O=C(/C=C/c1ccccc1[N+](=O)[O-])NCCCn1ccnc1,-1.0,99,0.7,692,-1.6%,i,29.4,-1.2%,12.6%,-16.2%,15.5%,0.4%
Cc1ccc(S(=O)(=O)NNC(=O)c2cc(C)cs2)cc1,0.6,58,6.1,749,-3.3%,i,28.9,-15.1%,13.5%,-2.4%,-6.2%,0.0%
CCC(=O)N1CC2(CC(c3cccc(NC(=O)CC(c4ccccc4)c4ccccc4)c3)=NO2)C[C@H]1C(N)=O (stereo not given in full),-4.1,62,-3.0,649,-4.4%,i,43.4,5.6%,6.8%,-11.0%,5.1%,-0.1%
CC(NC(=O)CSc1ncccn1)c1ccccc1 (stereo not given),0.4,45,·,·,-1.8%,i,46.3,1.1%,5.2%,7.8%,7.6%,-0.2%
CCOc1ccc(N(CCCCO)C(=S)NC(=O)c2ccc(C)c(Br)c2)cc1,2.2,76,1.5,687,4.9%,i,41.8,43.0%,29.6%,-1.3%,4.7%,0.3%
CC(C(=O)Nc1cccc(S(=O)(=O)N2CCOCC2)c1)N1CCN(C)CC1 (stereo not given),-0.4,39,8.1,743,-6.6%,i,57.4,7.6%,8.7%,0.7%,-0.3%,-0.1%
CCSc1nccc(-c2nn(-c3ccc(C)cc3)ccc2=O)n1,2.8,39,11.9,805,-4.7%,i,46.5,9.4%,3.4%,-0.2%,-13.0%,0.6%
Cc1ccccc1N=C1N=C(N)c2ccccc21,-0.8,71,31.2,678,-1.5%,i,44.0,7.6%,8.1%,12.2%,-3.5%,1.2%
O=C(c1ccncc1)c1ccc(N2CCN(C3CC(=O)N(Cc4cccs4)C3=O)CC2)cc1 (stereo not given),1.1,57,5.0,699,1.5%,i,28.9,1.3%,4.5%,3.7%,-1.1%,-0.2%
CCOC(=O)C1=C(CC)Nc2ccccc2N=C1NC(=O)Nc1ccccc1OC,0.7,70,11.2,646,-1.8%,i,37.7,10.4%,2.1%,-2.5%,18.8%,0.2%
COc1cc(NC(=O)c2ccccc2)c(OC)cc1NC(=O)CN1CCN(c2ccccn2)CC1,-1.3,58,·,·,3.3%,i,53.1,14.1%,5.1%,-4.7%,4.7%,-0.1%
N#Cc1nc(Cc2ccccc2)oc1N1CCC(Cc2ccccc2)CC1,1.2,46,-27.6,822,3.9%,i,20.8,6.3%,23.4%,-10.4%,-7.3%,-0.1%
CCCCn1c(CNC(=O)C23CC4CC(CC(C4)C2)C3)nnc1SCC(=O)Nc1nnc(C)s1,-1.0,95,-4.4,620,-2.9%,i,11.4,1.2%,3.7%,2.7%,2.3%,1.4%
COc1cccc2c1SCc1ccccc1C2CC(N)=O (stereo not given),0.3,65,·,·,·,i,25.0,2.4%,26.8%,·,·,·

Compound,NTR1 agonist,NTR1 agonist cell count 20 µM,Lipid droplet,Lipid droplet cells 6.5 µM,LYP inhibition,T cell modulator,T cell modulator vesicle-bound %,MgcRacGAP inhibition,Large T inhibition,GPR35 antagonists,GPR55 antagonists,GPR55 activation
COc1ccc(NC(=O)c2ccco2)c(NC(=O)c2ccc([N+](=O)[O-])cc2)c1,-0.7,54,-13.8,800,-3.7%,i,6.4,4.7%,-10.8%,-8.9%,0.5%,-0.1%
Cc1cc(/C=C(\C#N)C(=O)NC2CCCCCC2)c(C)[nH]1,·,·,9.4,712,0.7%,i,24.8,11.4%,1.1%,0.2%,-6.7%,-0.2%
O=S(=O)(Nc1ccccc1N1CCCCC1)c1cccs1,1.9,56,-19.3,674,3.3%,i,39.8,13.6%,8.4%,4.6%,-5.8%,-0.2%
CCCCNC(=O)N1CCc2ccccc2C1,0.3,49,-9.7,683,-8.6%,i,43.7,3.7%,8.9%,-11.8%,7.0%,-0.1%
COc1cccc(C2=NOC(C(=O)NCc3cccs3)C2)c1 (stereo not given),-1.3,66,·,·,-3.5%,i,27.3,5.0%,-0.1%,-5.2%,-14.7%,0.6%
N/C(Cc1ccc([N+](=O)[O-])cc1)=N\OC(=O)COc1ccc2ccccc2c1,0.8,48,·,·,-9.7%,i,12.6,3.5%,-2.1%,5.8%,-6.3%,-0.2%
Cc1nn(C)c(Cl)c1CN1CCN(CC(C)C)C(CCO)C1 (stereo not given),-0.1,56,-10.7,736,-13.6%,i,28.1,-3.3%,0.1%,-5.1%,-1.0%,-0.1%
CCN1C(=O)/C(=C\c2ccc(-c3ccc([N+](=O)[O-])cc3OC)o2)SC1=Nc1cccc(C(=O)O)c1,·,·,4.7,660,-2.9%,·,·,22.9%,13.7%,-7.4%,2.1%,-0.9%
CC(O)CN(C)CC/C=C1/c2ccccc2CSc2ccccc21 (stereo not given),3.1,68,-44.1,608,-8.3%,i,34.4,8.2%,-3.6%,9.2%,-8.4%,0.4%
Cc1cccc(NC(=O)CN(C)S(=O)(=O)c2cnc[nH]2)c1,1.9,38,·,·,-11.2%,i,32.2,11.3%,2.8%,3.0%,10.1%,0.3%
CCOC(=O)Cc1nnc(NC(=O)C(CC)Sc2nc(C)cc(C)n2)s1 (stereo not given),4.5,93,·,·,-7.1%,i,37.8,-2.6%,-1.1%,-7.9%,0.3%,-0.1%

# Three of the entries above in order of their number in MgcRacGAP inhibition, largest number first:
Compound | MgcRacGAP inhibition
O=S(=O)(Nc1ccccc1N1CCCCC1)c1cccs1 | 13.6%
COc1ccc(NC(=O)c2ccco2)c(NC(=O)c2ccc([N+](=O)[O-])cc2)c1 | 4.7%
N/C(Cc1ccc([N+](=O)[O-])cc1)=N\OC(=O)COc1ccc2ccccc2c1 | 3.5%

# Assay outcomes: PubChem BioAssay, several laboratories
